DTT redox prof: compounds producing H2O2 with reducing agent – biochemical, NIH compound library profiling, artefact control for MLSCN library redox annotation, primary screen; DTT-dependent redox cycling H2O2, phenol red/HRP absorbance; 100% = 100 µM peroxide control, 0% = buffer; AID 878; 200,000 compounds, 0.03% hits; activation, % at 10 µM;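 active means activation of at least 50% relative to the plate's high and low controls in the primary single-dose screen; inactive means activation below 50%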;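 further: compound incubated with DTT at 0.8 mM final as the reducing agent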
FLuc act counter: firefly luciferase counter-screen for stimulation assays; activation factor at 10 µM; 200,000 tested, under 10 active; ATPlite luciferase biochemical, luminescence, 10 min; 0 = ATP-free wells, 1 = DMSO control; P08659; AID 1027;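 active means luciferase activation factor, scaled between plate controls, of at least 2 with compound at 10 µM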
Target sequence (P08659 whole entry, looked up): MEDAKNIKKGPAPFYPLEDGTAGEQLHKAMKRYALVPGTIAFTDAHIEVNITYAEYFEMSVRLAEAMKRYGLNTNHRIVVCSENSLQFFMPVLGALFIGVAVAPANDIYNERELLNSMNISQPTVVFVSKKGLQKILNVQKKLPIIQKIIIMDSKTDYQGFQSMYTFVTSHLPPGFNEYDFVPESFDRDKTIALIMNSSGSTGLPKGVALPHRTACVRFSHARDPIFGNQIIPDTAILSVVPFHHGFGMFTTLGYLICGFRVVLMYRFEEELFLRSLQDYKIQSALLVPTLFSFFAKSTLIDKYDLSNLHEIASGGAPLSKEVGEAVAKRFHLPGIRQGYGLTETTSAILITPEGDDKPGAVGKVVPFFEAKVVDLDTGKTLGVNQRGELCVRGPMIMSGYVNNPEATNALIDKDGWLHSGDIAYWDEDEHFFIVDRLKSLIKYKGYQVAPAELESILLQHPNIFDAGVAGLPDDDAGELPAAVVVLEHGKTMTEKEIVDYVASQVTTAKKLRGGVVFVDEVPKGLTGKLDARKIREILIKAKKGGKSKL
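System: Luciferase/luciferin detection reagent, cell-free biochemical luciferase assay | Medium: PBS buffer for ATP | Dosing: Test compounds dosed from 2 mM stocks in 100% DMSO | Timing: 10 min at ambient temperature | Signal: Luminescence measurement of luciferase light output | Evaluation: Luciferase activation, seen as luminescence increase over controls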
HMGR II inh: E. faecalis class II HMG-CoA reductase inhibition. inhibition, % at 10 µM. 190,000 compounds, 0.41% hits. AID 1066. purified E. faecalis HMGR, NADPH absorbance 340 nm kinetic;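 active means inhibition above a set limit, the median over all tested compounds plus 3 SD, cut at about 9.5% in these data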;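 further: enzyme runs in reverse so mevalonate oxidation gives rising NADPH absorbance; 0% = complete reaction with DMSO and 100% = background rate lacking mevalonate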
Hsp70 act: switches on Hsp70 transcription. activation, % at 10 µM. 200,000 compounds, 0.04% hits. HeLa Hsp70 promoter luciferase reporter, luminescence; scaled: vehicle 0, proteasome-inhibitor control 100%. AID 1203;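 active means activation above the mean across all tested compounds plus 3 SD, cutoff set per campaign, cut at about 5.5% in these data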;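 further: 100% = MG132 at 30 µM as the positive control and 0% = DMSO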
NF-kB expr up: NF-kB expression increase, human neuronal cells; NF-kB reporter expression; stronger effect = higher value; fold change at 12.5 µM; 190,000 compounds, 1.6% hits; in the data active means fold change above about 3.3
APP 5'UTR act: APP 5'UTR luciferase reporter activation. SH-SY5Y APP 5'UTR luciferase reporter, luminescence; zero percent = DMSO vehicle wells. activation, % at 2 µM. 190,000 compounds, 1% hits;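 active means activation above a set limit, based on mean plus 3 SD of controls, cut at about 140% in these data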; further: values of inactives mirror those of a sister screen read the other way
STAT1 act: STAT1 signaling activation; NIH 3T3 STAT1-luciferase reporter, IFN-gamma, luminescence; 100% = IFN-gamma alone, no compound; activation (% of control), % at 5.5 µM; 200,000 compounds, 2.6% hits;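 active means activation above the screen-wide mean activation plus 3 SD, cut at about 130% in these data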;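 further: raw ratio to IFN-gamma control signal so 100% means no change and 0% no light; values of inactives mirror those of a sister screen read the other way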
G6PDH CS: L. mesenteroides G6PDH inhibition counter-screen. inhibition, % at 5 µM. Purified L. mesenteroides G6PDH, diaphorase/resazurin coupled fluorescence, 45 min. 200,000 compounds, 0.12% hits; in the data active means inhibition above about 50%
FLuc inhib CS: Photinus pyralis luciferase inhibition counter-screen | P08659 | ATPLite firefly luciferase biochemical luminescence, 10 min | inhibition, % at 10 µM | 200,000 compounds, 1.5% hits | AID 1006;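 active means inhibition above about 50% when tested at 10 µM, limit read from the data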
APP transl inh: APP translation inhibition. SH-SY5Y APP 5'UTR-luciferase reporter, luminescence. inhibition, % at 2 µM. 190,000 compounds, 0.82% hits. AID 1285;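 active means inhibition above a set limit, derived from the sample mean plus 3 SD, cut at about 45% in these data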; further: values of inactives mirror those of a sister screen read the other way
* hit, by the source's call; x = no result given.

compound	APP transl inh	STAT1 act	DTT redox prof	HMGR II inh	APP 5'UTR act	NF-kB expr up	Hsp70 act	FLuc act counter	FLuc inhib CS	G6PDH CS
CSc1nnc(Cn2c(=O)sc3ccccc32)n1CCc1ccccc1	1	99	-1.1	-2	-1	1.2	-0.5	1.1	-7	15
CCC(=O)Nc1nc(CC(=O)Nc2ccccc2OC)cs1	-4	104	1.7	1	4	0.66	-0.1	1	-3	10
COc1ccc(CC(=O)Nc2ccc(-c3noc(-c4ccc(Cl)cc4)n3)cc2)cc1	4	104	-4.3	-1	-4	1.1	-0.5	1	-2	1
Cc1nc2cc(NC(=O)NCc3ccco3)ccc2n1C	-6	114	2.2	1	6	1.4	-0.1	0.9	8	13
Cc1cccc(NC(=O)C2CCCN2C(=O)OCC(C)C)c1C (stereo unspecified)	-8	95	0.8	-2	8	1.3	-0.2	1	-1	6
CN1CCN(CC(O)COc2ccc(Cl)cc2)CC1 (stereo unspecified)	8	104	0.0	-2	-8	1.1	-0.2	1.1	-7	1
CC(C)C(NS(=O)(=O)c1cccc2nsnc12)C(=O)N1CCc2ccccc2C1 (stereo unspecified)	x	100	-13	3	x	0.87	-0.3	1	-3	6
O=C(CSCCO)Nc1cc(C(F)(F)F)ccc1Cl	6	98	-0.3	0	-6	1.3	-0.3	1	-4	5
COCCCNC(=O)CC(C)c1ccccc1 (stereo unspecified)	-12	83	-0.7	-5	12	1.3	0.0	1	-4	7
COc1ccc(CN2CCCCC2C)cc1C (stereo unspecified)	39	100	-8.8	-1	-39	1.1	-0.2	1	-4	10
O=C(O)C1[C@H]2C(=O)N(C3CCCC3)C[C@]23C=C[C@H]1O3 (stereo partly specified)	4	104	0.3	2	-4	1.1	-0.1	1	-1	2
CN1CCN(S(=O)(=O)c2cccc(C(=O)Nc3nc(-c4ccccc4)cs3)c2)CC1	-1	80	0.6	-4	1	0.94	-0.2	1	3	16
CCCc1cc(=O)n2[nH]c(NCc3ccc(OC)c(OC)c3)nc2n1	-9	97	-0.6	2	9	1.1	-0.2	1.1	-6	7
C/C(=C\c1ccccc1)CN1CCC(C(=O)N2CCCC(C)C2)CC1 (stereo unspecified)	-2	97	-0.5	-2	2	1.1	0.1	1	-4	2
COc1ccc(C(=O)COC(=O)c2ccc(N(C)C)cc2)cc1	-12	113	-0.5	5	13	1.1	-0.4	1.1	-6	-1

Full records as entered above.
O=C(O)C1[C@H]2C(=O)N(C3CCCC3)C[C@]23C=C[C@H]1O3 (stereo partly specified) is listed with APP transl inh: 4; STAT1 act: 104; DTT redox prof: 0.3; HMGR II inh: 2; APP 5'UTR act: -4; NF-kB expr up: 1.1; Hsp70 act: -0.1; FLuc act counter: 1; FLuc inhib CS: -1; G6PDH CS: 2
CSc1nnc(Cn2c(=O)sc3ccccc32)n1CCc1ccccc1 is listed with APP transl inh: 1; STAT1 act: 99; DTT redox prof: -1.1; HMGR II inh: -2; APP 5'UTR act: -1; NF-kB expr up: 1.2; Hsp70 act: -0.5; FLuc act counter: 1.1; FLuc inhib CS: -7; G6PDH CS: 15

Following part
compound	APP transl inh	STAT1 act	DTT redox prof	HMGR II inh	APP 5'UTR act	NF-kB expr up	Hsp70 act	FLuc act counter	FLuc inhib CS	G6PDH CS
N=c1c(C(=O)NCc2ccccc2)cc2c(=O)n3ccccc3nc2n1Cc1ccco1	-16	99	0.9	0	16	12*	-0.1	1.1	-6	-1
O=S(=O)(Cc1cc(Cl)nc(-c2ccccc2)n1)c1ccccc1	x	101	1.7	-5	x	1.5	0.0	1	-4	-16
Cn1cnnc1SCCC(=O)Nc1ccc(Cl)cc1	-3	103	-0.1	-1	3	1.8	0.5	1.1	-6	0
COc1cc(NS(=O)(=O)c2ccc(NC(=O)c3ccc(S(=O)(=O)N4CCCC4)cc3)cc2)ncn1	20	98	-1.5	-1	-20	1.2	-0.2	1.1	-10	5
COc1cc(CNCc2ccco2)ccc1OCc1ccccc1	-4	97	-0.5	-4	4	1.3	0.1	1.1	-9	0
Cc1cccc(C)c1NC(=O)CNC(=O)C(NC(=O)c1ccc(C(C)(C)C)cc1)C(C)C (stereo unspecified)	-3	104	0.2	-13	3	1.6	-0.2	1.1	-5	22
CN1C[C@@H]2C[C@@H](c3ccc(C#CC(C)(C)O)s3)N3CCC[C@@]23C1=O	-16	96	-0.4	-3	15	1.2	-0.2	1.1	-7	9
O=C(c1ccc([N+](=O)[O-])cc1)N1C=CC(C(F)(F)F)=NCC1	12	100	-1.4	-2	-12	1.3	-0.1	1.1	-8	-2
COc1ccc(-c2noc(CCC(=O)NC3CCCCC3)n2)cc1OC	8	97	-1.4	0	-8	0.96	-0.1	1	1	2
CCc1ccc(S(=O)(=O)Nc2cccc(C3OCCCO3)c2)cc1	-1	89	-0.2	0	1	0.9	-0.3	1.1	-6	-2
CC(=O)c1sc(NC(=O)C2COc3ccccc3O2)nc1C (stereo unspecified)	-132	82	-0.1	-3	132	1.5	-0.1	0.4	60*	4
NC(=O)CC1NC(=O)c2cc([N+](=O)[O-])cc(I)c2OCCC(C(N)=O)NC(=O)[C@@H]2CCCN2C1=O (stereo partly specified)	-1	99	0.2	-7	1	1.4	-0.2	1.1	-7	14
O=C(CN1CCc2ccccc2C1)Nc1cc(S(=O)(=O)N2CCOCC2)ccc1N1CCCC1	-5	92	0.1	-2	5	0.92	-0.5	1.1	-10	-2
O=[N+]([O-])c1cc(-c2cnc3ccccc3n2)ccc1Cl	-3	108	-0.4	-4	3	1.5	-0.1	1	-1	9
NS(=O)(=O)c1ccc(NC(=S)N2CCN(Cc3ccc4c(c3)OCO4)CC2)cc1	-3	90	-0.9	-1	3	1	0.0	1.1	-5	10
O=C(NC1CCCc2ccccc21)C1CCN(S(=O)(=O)c2cccc3nonc23)CC1 (stereo unspecified)	14	100	0.7	-4	-14	1.1	-0.3	1.1	-6	-1
O=C(Cn1cc(S(=O)(=O)Cc2ccccc2)c2ccccc21)Nc1ccccc1	-7	97	0.5	0	7	0.94	-0.4	1.1	-10	20
COc1ccc(OC)c(C2C(C(=O)O)c3ccccc3C(=O)N2C)c1 (stereo unspecified)	6	108	-1.4	-2	-6	0.83	-0.1	1	-4	0
COc1ccccc1NC(=O)COC(=O)C1CCN(/C=C/C(=O)C(F)(F)F)CC1	-4	94	-0.1	-3	3	1.1	-0.2	1	-1	10
Cc1cccc(NC(=O)C2=C(O)c3ccccc3N(C)S2(=O)=O)c1	x	99	2.9	0	x	1.1	0.4	1	2	-21
COc1ccc(S(=O)(=O)N2CCC(NC(=O)Nc3ccc(C)cc3)CC2)cc1	-3	101	3.7	2	3	0.91	-0.2	1.1	-6	1
CCCCN(CC)Cc1ccc(CNC(=O)Nc2ccccc2)o1	8	94	0.1	1	-8	1.1	-0.2	1.1	-9	5
Cc1cc(NCCCn2ccnc2)n2nc(-c3ccc(Cl)cc3)cc2n1	-19	113	-1.7	1	19	1	0.0	0.6	39	10
C/C(=N\OCc1ccccc1C#N)c1cc2ccccc2o1	-38	114	-1.2	-3	38	2.2	-0.3	1	3	4
CCCNC(=O)Cn1c(=O)/c(=C\c2ccc(-c3ccc([N+](=O)[O-])cc3)o2)s/c1=C\C(=O)C(C)(C)C	21	101	1.7	-2	-21	0.97	-0.3	1.1	-8	5
CCCN1C(=O)/C(=C/c2cc(C)n(C)c2C)SC1=Nc1ccc(OCC)cc1	-2	95	-5.0	3	2	0.81	0.6	1.1	-6	6
O=C(O)CCC1(C(=O)O)OCCc2ccccc21 (stereo unspecified)	9	102	0.6	-2	-9	1	-0.3	1	-5	4
Cc1ncc([N+](=O)[O-])n1CCOC(=O)c1cc(Cl)cc(Cl)c1N	-12	103	-0.2	-2	12	0.91	-0.1	1	-2	13
CCOC(=O)c1c(NS(=O)(=O)c2cccc(OC)c2)sc2c1CCC2	-11	95	0.6	4	11	1.2	-0.1	1	1	14
CC1=C(C(=O)Nc2ccccn2)C(c2ccccc2)n2ncnc2N1 (stereo unspecified)	-11	100	-1.2	-2	11	1.8	0.1	1	-4	4

Single entries from the list.
`CN1CCN(S(=O)(=O)c2cccc(C(=O)Nc3nc(-c4ccccc4)cs3)c2)CC1` in APP 5'UTR act = 1
`CCCCN(CC)Cc1ccc(CNC(=O)Nc2ccccc2)o1` in APP 5'UTR act = -8
`O=C(c1ccc([N+](=O)[O-])cc1)N1C=CC(C(F)(F)F)=NCC1` in FLuc act counter = 1.1

Following part.
compound	APP transl inh	STAT1 act	DTT redox prof	HMGR II inh	APP 5'UTR act	NF-kB expr up	Hsp70 act	FLuc act counter	FLuc inhib CS	G6PDH CS
COc1cccc(/C=N/n2c(C)nc3ccccc32)c1OC	1	106	0.8	-3	-1	0.71	0.1	1	-1	4
O=C(CN1CCC(NC(=O)c2ccc(Br)cc2)CC1)NCc1cccs1	12	103	-0.2	-1	-12	1.1	-0.3	1	1	4
CCOc1ccc(C(=O)N2CCN(c3cnn(-c4ccccc4)c(=O)c3Cl)CC2)cc1	-3	101	-1.6	2	3	1	0.1	1.1	-6	6
Cn1c(=O)c(NCCc2ccccc2)c2c3c(cccc31)C(=O)c1ccccc1-2	-6	100	2.5	-4	6	0.72	-0.4	1.1	-9	6
O=C(/C=C/c1cccs1)Nc1cccc(NC(=O)/C=C/c2cccs2)n1	-45	121	0.7	-8	45	0.71	0.0	0.4	60*	-35
CC(Sc1c[nH]c2ccccc12)C(=O)O (stereo unspecified)	-12	103	-0.3	1	12	1.2	-0.5	1	-3	6
CSc1nnc(-c2sccc2OCc2ccccc2)n1C	1	97	-2.0	1	-1	0.92	-0.2	1	-5	1
O=C(CN1C(=O)COc2ccccc21)N1CCCc2ccccc21	-13	96	1.5	-2	13	0.92	-0.1	1	-1	-1
COC(=O)c1ccc(CON2C(=O)c3ccccc3C2=O)cc1	2	109	0.1	-3	-2	1	-0.1	0.9	11	2
CC(C)(C)NC(=O)Cn1c(=O)oc2ccc(Cl)cc21	-20	107	-0.3	-9	20	1.2	0.0	1	-5	10
CCCC1Cc2c(sc3nc(SC)nc(N)c23)CO1 (stereo unspecified)	-21	107	-0.3	0	21	1.3	0.0	1.1	-6	2
CCCn1c(SCCN2C(=O)c3ccccc3C2=O)n[nH]c1=O	9	100	2.7	-7	-9	0.96	-0.3	1	-5	0
Cc1ccc(-c2cc(C(=O)NCc3ccco3)c3ccccc3n2)s1	14	97	-4.5	4	-14	1.2	0.4	0.9	6	5
O=C(Cn1nnc(-c2cccc(C(F)(F)F)c2)n1)NC(=O)NCc1ccco1	5	97	1.2	0	-5	1.1	0.3	1	1	11
Cc1cccc(-n2nc3c(c2NC(=O)c2ccc(Br)o2)CSC3)c1C	11	97	0.0	-2	-11	1.2	-0.3	1	-5	-13
O=C(c1cc(-c2ccccc2)nc2ccccc12)N1N=C(C(F)F)CC1(O)C(F)F (stereo unspecified)	-1	99	0.0	-2	1	1.4	-0.2	1.1	-5	-2
CCCc1nc2c(nnn2Cc2ccccc2)c(=O)[nH]1	-3	98	2.5	-5	3	0.84	-0.4	1	-4	-18
C#CCn1cc(/C=N/NC(=O)c2cc3ccccc3o2)c2ccccc21	-4	101	-0.6	-1	4	0.87	-0.2	1	0	-8
O=S(=O)(c1ccccc1)N1c2cc(Cl)ccc2Oc2nc3ccccc3nc21	-32	102	-1.4	-5	32	2.6	0.0	1	4	5
C=CCNC(=O)c1ccc(OC)cc1OC	2	98	-2.5	-3	-2	1.1	-0.5	1.1	-6	-10
CN(c1ccccc1)S(=O)(=O)c1cccc(NC(=O)Cn2cnc3c2c(=O)n(C)c(=O)n3C)c1	-10	97	-0.2	-1	10	0.71	-0.5	1.1	-6	-12

Screening data as filed in PubChem BioAssay.
